TNF death inh = inhibitors of TNF-alpha triggered necroptosis, primary screen, cell-based, Jurkat FADD-/-, single concentration. actives 0.068% (n = 220,000). Jurkat FADD-/- TNF necroptosis rescue, ATP luminescence, 24 h; 0 = TNF only, 100 = no-TNF cells. activation (protection from cell death), % at 10 µM. AID 463075, 2010;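 active = activation, meaning protection from cell death, of at least 50% relative to plate controls; inactive = activation below 50%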;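 also: necroptosis triggered by 40 ng/mL TNF-alpha added together with compound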
PGE2 EP2 inh = human EP2 receptor antagonists, primary screen, TR-FRET cAMP, C6 glioma cells; actives 0.52% (n = 260,000); AID 1422, 2008; Prostaglandin E2 receptor EP2 subtype (Homo sapiens), P43116; inhibition, % at 25 µM; C6 glioma cells expressing human EP2; cells stimulated with saturating PGE2;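 active = percent inhibition above 40 after rounding to a whole number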;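 also: rat C6 glioma host cells with rolipram phosphodiesterase inhibitor present; the protocol text gives 20 µM as final concentration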
Target sequence (P43116 whole entry, looked up): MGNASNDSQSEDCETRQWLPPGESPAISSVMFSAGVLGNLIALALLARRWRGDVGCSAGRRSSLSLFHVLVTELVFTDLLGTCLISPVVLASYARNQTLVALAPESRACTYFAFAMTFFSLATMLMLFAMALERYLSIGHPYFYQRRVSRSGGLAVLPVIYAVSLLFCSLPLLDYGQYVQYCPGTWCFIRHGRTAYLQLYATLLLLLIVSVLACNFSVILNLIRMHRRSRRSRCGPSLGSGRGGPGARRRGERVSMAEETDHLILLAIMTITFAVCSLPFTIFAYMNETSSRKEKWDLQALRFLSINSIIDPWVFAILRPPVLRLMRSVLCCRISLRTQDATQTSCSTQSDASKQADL
L929 necroptosis = inhibitors of zVAD-triggered necroptosis, primary screen, L929 cells; L929 zVAD necroptosis rescue, ATP luminescence, 24 h; with zVAD 60 µM; viability rescue, % at 10 µM; actives 0.38% (n = 220,000);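 active = activation, scaled between plate controls, above about 75%, limit read from the data; inactive = activation under that limit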;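 also: 0% = zVAD with DMSO and 100% = DMSO alone without zVAD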
FXIa inh 1536 = human FXIa protease inhibitors, primary screen, biochemical, 1536-well | purified FXIa, Boc-Glu-Ala-Arg-AMC fluorogenic substrate | inhibition, % at 5 µM | actives 0.14% (n = 220,000) | AID 798, 2007;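 active = inhibition of at least 40%; inactive = inhibition below 40%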;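 also: fluorescence of freed AMC excited at 355 nm; 0% = enzyme without compound and 100% = no enzyme blank; many of its hits are not listed in these tables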
CHOP inhibitor = inhibitors of CHOP promoter induction, primary screen, cell-based, unfolded protein response, luciferase reporter; CHO-K1 CHOP-promoter luciferase, tunicamycin-induced, 15-18 h; inhibition, % at 10 µM; actives 3.8% (n = 220,000); AID 2732, 2010;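 active = compounds that reduced the stress-induced luciferase reporter signal by more than about 70% of percent inhibition, limit read from the data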;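 also: 0% = tunicamycin plus vehicle and 100% = wells without tunicamycin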
FXIIa inh 1536 = human FXIIa protease inhibitors, primary screen, biochemical, 1536-well; Coagulation factor XII (Homo sapiens), P00748; purified FXIIa, Boc-QGR-AMC fluorogenic substrate, 2 h; inhibition, % at 5 µM; actives 0.3% (n = 220,000); AID 800, 2007; in the data active = inhibition above about 40%;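 also: 0% = enzyme with no compound and 100% = blank without enzyme; many of its hits are not listed in these tables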
PPC-1+TRAIL kill = compounds killing PPC-1 cancer cells with TRAIL present, primary screen, TRAIL potentiator project, ATPLite luminescence, uHTS; cell killing (% activity), % at 4 µM; AID 1443, 2008; actives 0.41% (n = 220,000); PPC-1 cells + TRAIL, ATPLite viability luminescence;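 active = cell killing above 50% in the first pass at 4 µM, then a duplicate retest at 5 µM averaging 50% or more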;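 also: plate controls were cells with TRAIL plus DMSO for no effect and medium-only wells lacking cells for full effect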
Wee1 degr inh = Wee1 degradation inhibitors, primary screen, cell-based, HeLa, Wee1K328M-luciferase, luminescence | Wee1-like protein kinase (Homo sapiens), P30291 | HeLa Luc-Wee1K328M stability; 100% = proteasome inhibitor MG132 effect | reporter increase, % at 5 µM | actives 1.2% (n = 220,000) | AID 1321, 2008;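 active = activation above the mean of all tested compounds plus 3 SD, set per screening run, cut at about 8.8% in these data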;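 also: cells exposed to compound for 20 h before luminescence read; 0% = DMSO alone and 100% = MG132 at 30 µM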
Target sequence (P30291 whole entry K328M): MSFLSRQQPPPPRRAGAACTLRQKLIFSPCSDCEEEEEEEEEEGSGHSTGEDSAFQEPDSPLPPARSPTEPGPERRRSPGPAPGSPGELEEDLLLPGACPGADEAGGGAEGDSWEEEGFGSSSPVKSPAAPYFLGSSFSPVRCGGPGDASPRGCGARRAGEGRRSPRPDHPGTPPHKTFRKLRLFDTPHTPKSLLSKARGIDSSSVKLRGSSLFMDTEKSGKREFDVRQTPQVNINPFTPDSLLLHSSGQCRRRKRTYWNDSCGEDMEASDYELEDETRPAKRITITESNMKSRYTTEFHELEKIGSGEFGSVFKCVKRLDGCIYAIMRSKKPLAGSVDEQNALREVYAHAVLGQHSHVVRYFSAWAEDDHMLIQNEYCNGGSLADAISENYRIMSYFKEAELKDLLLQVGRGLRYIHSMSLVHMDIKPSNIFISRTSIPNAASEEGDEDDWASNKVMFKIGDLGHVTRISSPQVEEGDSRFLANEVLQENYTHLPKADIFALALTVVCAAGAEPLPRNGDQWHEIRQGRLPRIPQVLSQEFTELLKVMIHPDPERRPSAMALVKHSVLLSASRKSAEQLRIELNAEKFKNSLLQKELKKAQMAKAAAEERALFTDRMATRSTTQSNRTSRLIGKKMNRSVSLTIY
TbHK1 inh = Trypanosoma brucei hexokinase 1 inhibitors, primary screen, biochemical, G6PDH-coupled NADH absorbance, MLSCN library | hexokinase 1 [Trypanosoma brucei] | recombinant TbHK1, G6PDH-coupled NADH A340 | inhibition, % at 10 µM | actives 0.11% (n = 220,000);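 active = inhibition of 50% or more in the single-dose primary screen; inactive = inhibition below 50%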
The depositor's hits bear a star; · = not tested or not shown; & = joins results of further samples.

SMILES	TNF death inh	PGE2 EP2 inh	L929 necroptosis	FXIa inh 1536	CHOP inhibitor	FXIIa inh 1536	PPC-1+TRAIL kill	Wee1 degr inh	TbHK1 inh
O=C(O)c1ccc(N/N=C/c2ccnc3ccccc23)cc1	-4.4	5	-0.6	1	9	7	2	-2	4
Cc1ccc2[nH]c3c(=O)n(CCN4CCOCC4)cnc3c2c1	0.9	12	1.2	5	9	20	6	3	-9
CN(Cc1cc2ccccc2[nH]c1=O)C(=O)c1cccs1	0.7	3	0.8	-2	-16	5	10	0	-13
COCCCNCCCCOc1ccccc1-c1ccccc1	3.8	7	0.4	1	18	8	39	-1	18
O=C(Cc1ccccc1F)Nc1ccc(Cl)nc1	20	3	-0.8	6	-12	7	32	1	3
Cc1ccccc1C(=O)NCCCc1ccccc1	5.4	7	-0.1	-1	-29	4	9	3	0
COc1cc(C=Nc2cccc([N+](=O)[O-])c2C)ccc1OC(C)=O	0.9	9	-0.2	-1	42	1	4	0	-11
COC(=O)c1cc(NS(=O)(=O)c2ccc(N3CCOCC3)c([N+](=O)[O-])c2)cc(C(=O)OC)c1	0.0	15	0.0	7	-10	17	7	-3	-9
CC(C)CC(c1nnnn1Cc1ccco1)N1CCN(C2CCCC2)CC1 (stereo unspecified)	-3.1	9	-0.2	-5	10	12	4	-2	-8
COc1ccc2c(CC(=O)Nc3c(C)n(C)n(-c4ccccc4)c3=O)coc2c1	-0.5	12	-0.1	3	8	19	26	0	-11
O=C(CCCNS(=O)(=O)c1cccc2nsnc12)NCCc1ccccc1	0.8	2	2.8	1	-9	14	9	-2	-8
CCN1C(=O)S/C(=C/c2cn(C)c3ccccc23)C1=O	1.5	1	-0.3	5	40	5	12	-1	29
CCCCOC(=O)CSC1=C(C#N)C(c2ccccc2OC)C(C#N)C(=O)N1 (stereo unspecified)	-0.4	7	1.7	-22	57	6	11	7	-13
Cc1cc(-c2ccccc2C(=O)Nc2ccccc2O)on1	0.1	5	1.3	4	9	8	1	-2	-3
CCOC(=O)C(=CNNc1ccsc1C(=O)OC)C(=O)OCC	-1.2	10	0.9	-1	8	9	13	-1	-3
O=C(Nc1ccccc1Cl)c1csc(-c2cccnc2)n1	-8.2	6	27	-3	-4	9	-6	3	-4
Cc1ccc(C(=O)N/N=C/c2ccc3c(c2)OCO3)o1	-2.2	12	-0.3	0	5	5	15	7	-37
Cc1ccc(C(=O)O)cc1-c1ccc(/C=C2\SC(=O)N(CC(=O)Nc3ccccc3)C2=O)o1	0.0	6	3.2	-11	-10	0	1	-2	9
CC/C(C)=N/Nc1ccc(S(=O)(=O)N2CCCC2)cc1[N+](=O)[O-]	1.9	4	0.3	4	22	13	19	0	2
COC(=O)c1sccc1NC(=O)c1ccc(OC)c(OC)c1	-2.1	14	-0.3	-15	23	-1	-5	-1	-4
Cc1ccc(/C=N\NC(=O)c2cncc(Br)c2)o1	0.9	23	0.5	-4	10	10	16	3	-50
CN(C)S(=O)(=O)c1ccc(NC(=O)c2cc3ccccc3o2)cc1	-1.4	10	92*	-7	-1	-23	24	5	1
CC1CN(CC(O)COC2CCC(C(C)(C)C)CC2)CC(C)O1 (stereo unspecified)	1.4	5	-1.6	28	15	26	-15	-1	7
O=C(CCn1nnc2ccccc21)Nc1nnc(COc2ccccc2F)s1	-1.5	8	-0.7	-5	50	8	2	3	6
Cc1nn(C)cc1C(C)Nc1nc2nonc2nc1N1CCCCC1 (stereo unspecified)	0.7	2	-0.4	-1	-11	6	0	0	-34

Just Wee1 degr inh and CHOP inhibitor, for three of the compounds above:
Molecule,Wee1 degr inh,CHOP inhibitor
COC(=O)c1cc(NS(=O)(=O)c2ccc(N3CCOCC3)c([N+](=O)[O-])c2)cc(C(=O)OC)c1,-3,-10
CC(C)CC(c1nnnn1Cc1ccco1)N1CCN(C2CCCC2)CC1 (stereo unspecified),-2,10
COc1ccc2c(CC(=O)Nc3c(C)n(C)n(-c4ccccc4)c3=O)coc2c1,0,8

Arranged by the number under FXIIa inh 1536 (low to high): some entries from above.
compound	FXIa inh 1536	CHOP inhibitor	FXIIa inh 1536	Wee1 degr inh	TbHK1 inh
CCCCOC(=O)CSC1=C(C#N)C(c2ccccc2OC)C(C#N)C(=O)N1 (stereo unspecified)	-22	57	6	7	-13
COCCCNCCCCOc1ccccc1-c1ccccc1	1	18	8	-1	18
Cc1ccc(/C=N\NC(=O)c2cncc(Br)c2)o1	-4	10	10	3	-50

(listing goes on)
SMILES	TNF death inh	PGE2 EP2 inh	L929 necroptosis	FXIa inh 1536	CHOP inhibitor	FXIIa inh 1536	PPC-1+TRAIL kill	Wee1 degr inh	TbHK1 inh
CSc1ncc(-c2ccc(Cl)cc2)[nH]1	0.2	6	0.5	3	-15	8	20	6	-1
CCC(C)[C@H](NC(=O)Nc1ccc(C)cc1C)C(=O)O (stereo partly specified)	2.9	10	0.8	0	22	4	-6	0	-5
N#Cc1c(Cl)nc2c(c1C#N)CCCC2	-2.2	11	-0.5	-1	10	2	0	-1	-1
CCOc1cc(/C=N/Nc2nc(Nc3ccccc3)nc(N3CCCCC3)n2)ccc1OCC(=O)O	2.3	3	-0.3	24	-2	19	26	-4	-20
OCCCNc1nc(-c2ccc(Cl)cc2)nnc1-c1ccccc1	1.2	4	0.3	5	18	6	24	0	13
CCOC(=O)NN1C(=O)c2ccccc2NC1c1ccc(OC)cc1 (stereo unspecified)	1.4	5	0.0	3	10	2	5	0	-6
COC(=O)c1cc(-c2ccc(C)cc2)n[nH]1	-2.2	11	12	1	0	10	6	2	-4
Cc1ccc(Cn2c(SCC(=O)NCC3CCCO3)nc3c2c(=O)n(C)c(=O)n3C)cc1 (stereo unspecified)	1.3	3	0.3	-5	-2	2	7	0	-1
Cc1ccc(CSc2nnc(SCC(=O)N/N=C/c3c(C)nn(-c4ccccc4)c3C)s2)cc1	3.0	5	0.1	5	33	10	20	5	-4
Cc1cc(-c2cc(C(=O)NC3CCCC3)on2)nc(NC2CCCC2)n1	2.7	18	-0.4	-5	1	2	19	·	-8
Fc1ccccc1-n1c(-c2ccc3ccccc3n2)n[nH]c1=S	-0.6	12	-0.2	6	-10	10	22	1	-9
O=C(COc1ccc([N+](=O)[O-])cc1)NCc1ccccc1	-0.9	10	0.5	13	8	10	23	-1	-10
CCOc1ccc(C(=O)NCC(=O)OCC(=O)NC2CCCC2)cc1	-0.7	7	1.4	-2	53	7	28	-2	0
O=C(N/N=C/C=C\c1ccccc1[N+](=O)[O-])c1ccncc1	1.5	5	3.7	-3	9	6	16	2	-26
O=C(Nc1ccccc1)c1cc(Cl)nc2ccccc12	1.4	5	0.6	5	11	13	18	-2	33
CCOc1ccc(C2CC(c3ccc(CC)cc3)n3nc(N)nc3N2)cc1 (stereo unspecified)	-0.4	7	0.6	2	30	13	-1	-2	8
COc1cc(OC)c(OC)cc1/C=N/NC(=S)NCC1CCCO1 (stereo unspecified)	-1.9	3	0.5	7	1	4	-3	-1	-49
Cc1ccc(NCCC(=O)c2ccc(Cl)c(Cl)c2)cc1	-7.3	9	-0.2	6	62	4	28	1	2
CCN(CC)S(=O)(=O)c1cccc(NC2=NCCCCC2)c1	0.7	9	-0.3	-2	4	1	8	1	8
Cn1cc(Cl)c(-c2n[nH]c(=S)n2C2CCCCC2)n1	-0.1	7	1.1	-3	-15	-2	·	7	-6
CCCCOC(=O)c1sc2nc(C)cc(C)c2c1N	-0.7	13	1.9	0	-11	-4	10	3	-7
COc1ccc(CN(CC(=O)NCc2ccco2)C(=O)CCC(=O)Nc2ccccn2)cc1	0.1	11	-0.2	2	-7	10	10	8	0
N#CC1=C(S)N=C(N)C(c2nc(-c3ccccc3)cs2)C12CCCCC2 (stereo unspecified)	1.1	·	0.4	8	-3	12	16	1	-18
CN1CCC(=NNc2ncnc3sc4c(c23)CCCC4)CC1	1.9	5	2.5	8	-14	11	-2	0	5
O=C(O)CCCc1nc(-c2ccc(Cl)cc2)no1	-2.0	10	-0.2	4	24	2	30	1	-5

Single values from the entries so far:
CCOc1ccc(C2CC(c3ccc(CC)cc3)n3nc(N)nc3N2)cc1 (stereo unspecified) @ PPC-1+TRAIL kill = -1
COc1ccc(CN(CC(=O)NCc2ccco2)C(=O)CCC(=O)Nc2ccccn2)cc1 @ TNF death inh = 0.1
Fc1ccccc1-n1c(-c2ccc3ccccc3n2)n[nH]c1=S @ PPC-1+TRAIL kill = 22

The results go on:
SMILES	TNF death inh	PGE2 EP2 inh	L929 necroptosis	FXIa inh 1536	CHOP inhibitor	FXIIa inh 1536	PPC-1+TRAIL kill	Wee1 degr inh	TbHK1 inh
CCOC(=O)C1=C(O)/C(=C/c2ccc(OCC(=O)O)c(OC)c2)SC1=Nc1ccc(OC)cc1	2.3	4	1.2	1	-20	11	5	0	19
CCOC(=O)CC(=O)CSc1ccc2nnc(-c3ccc(F)cc3)n2n1	-0.8	7	0.4	-4	·	-4	2	-1	10
O=C(/C=C/c1ccoc1)c1ccccc1O	2.1	6	0.8	-1	-10	-4	5	0	26
Cc1nc(SC2CC(=O)N(c3ccccc3)C2=O)n[nH]1 (stereo unspecified)	2.1	29	2.2	-5	-13	-1	14	-3	1
CCCCC(CC)C(=O)Nc1ccc(S(=O)(=O)Nc2nccs2)cc1 (stereo unspecified)	1.3	5	0.8	-4	-9	4	-1	2	-9
CCOC(=O)c1c(C)n(C)c2ccc(OC)c(NC(=O)CN3CCC4(CC3)OCCO4)c12	-2.0	5	-0.1	-4	8	-6	14	3	-2
CN(Cc1ccccc1)S(=O)(=O)c1ccc(NC(=S)NC(=O)C2CCCC2)cc1	-14	7	2.7	-6	3	3	11	3	4
Cn1ccnc1SCCNC(=O)CCc1nnc(CCc2ccccc2)o1	-0.9	8	-0.9	-5	-14	4	-4	-1	-1
CCCCN(C)Cc1c(C)[nH]c2ccc(OCC)cc2c1=O	3.4	8	0.1	9	-1	-13	3	4	-14
COc1ccccc1NC(=O)N1CCC(c2nc3cc(C)c(C)cc3[nH]2)CC1	-18	8&2	-1.5	6	·	10	22	4	4
O=C(NNc1ccccc1)C(=O)NNS(=O)(=O)c1ccc([N+](=O)[O-])cc1	0.6	1	0.4	3	-1	5	6	-2	7

Compound profiles, from the list above. Screens in order: TNF death inh, PGE2 EP2 inh, L929 necroptosis, FXIa inh 1536, CHOP inhibitor, FXIIa inh 1536, PPC-1+TRAIL kill, Wee1 degr inh, TbHK1 inh
Cn1ccnc1SCCNC(=O)CCc1nnc(CCc2ccccc2)o1 as listed: -0.9, 8, -0.9, -5, -14, 4, -4, -1, -1
O=C(NNc1ccccc1)C(=O)NNS(=O)(=O)c1ccc([N+](=O)[O-])cc1 as listed: 0.6, 1, 0.4, 3, -1, 5, 6, -2, 7
O=C(/C=C/c1ccoc1)c1ccccc1O as listed: 2.1, 6, 0.8, -1, -10, -4, 5, 0, 26
CCCCC(CC)C(=O)Nc1ccc(S(=O)(=O)Nc2nccs2)cc1 (stereo unspecified) as listed: 1.3, 5, 0.8, -4, -9, 4, -1, 2, -9

Source: PubChem BioAssay (several laboratories)

Some of the compounds tested. The share of hits here may be higher or lower than overall.
